RORg inh = blocks mouse ROR gamma transcriptional activity | P51450 | Drosophila S2 Gal4-RORgamma UAS-luciferase reporter, 20 h | Potency, µM (doses to about 53.6 µM), for inactives: at the highest dose activity change, negative = inhibition, usual class: inhibitors | 310,000 tested, 5.4% active; further: potency means the concentration at half of the fitted maximal effect; on the % scale 0 is the no-effect control and ±100 the full control effect; nearly all actives have a fitted effect of over 60% in size
Target sequence (P51450 whole entry, looked up, the tested form may be a part): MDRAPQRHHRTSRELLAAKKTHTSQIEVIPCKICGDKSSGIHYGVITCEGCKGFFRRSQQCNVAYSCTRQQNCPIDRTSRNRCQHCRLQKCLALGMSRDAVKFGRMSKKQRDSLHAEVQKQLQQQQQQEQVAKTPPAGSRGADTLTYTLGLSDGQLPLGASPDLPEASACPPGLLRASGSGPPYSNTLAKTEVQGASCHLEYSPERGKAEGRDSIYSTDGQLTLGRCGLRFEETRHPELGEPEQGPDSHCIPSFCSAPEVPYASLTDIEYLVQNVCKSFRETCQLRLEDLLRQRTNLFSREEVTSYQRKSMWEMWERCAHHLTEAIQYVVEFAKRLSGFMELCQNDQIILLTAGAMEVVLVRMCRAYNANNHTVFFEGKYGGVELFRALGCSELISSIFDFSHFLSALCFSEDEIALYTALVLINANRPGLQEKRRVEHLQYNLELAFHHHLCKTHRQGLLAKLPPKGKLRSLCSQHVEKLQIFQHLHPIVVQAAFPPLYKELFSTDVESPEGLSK
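Drosophila S2 cells stably expressing Gal4-DBD/mouse RORγ fusion under metallothionein promoter plus UAS-luciferase; compound 1 h, then 700 uM CuSO4 induction for 20 h at ambient temperature; inhibition read as reduced luminescence.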
ELG1 genotox = genotoxicity induction in ELG1-luciferase HEK293T cells. HEK293T ELG1-luciferase reporter, luminescence, 16 h. Potency, µM (titrated, usually from 46 µM), for inactives: at the highest dose activity change, positive = activation, hits mostly activators. 330,000 tested, 1.3% active; further: potency means the concentration at half of the fitted maximal effect; % of control where 0% means no effect; nearly all actives have a fitted effect of over 60% in size
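16 hr compound incubation (37 °C, 5% CO2) of HEK293T cells carrying luciferase-tagged ELG1; luciferase then measured by ONE-Glo luminescence after 30 min at RT.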
Giardia kill = Giardia lamblia killing; Giardia lamblia trophozoite viability; activity change, % at 7.66 µM, hits read low; 340,000 tested, 0.15% active; AID 540267; in the data active means activity change below about -80%; inconclusive means between about -30% and that limit;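 further: parasites exposed to compound for two days anaerobically before the ATP read; on the % scale 0 is the no-effect control and ±100 the full control effect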
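Giardia lamblia trophozoites (100 cells/well) were incubated with compounds for 48 h at 37 deg C under anaerobic conditions. Viability was read as ATP content by one-step luminescence after 15-30 min at room temperature.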
Gal4-VP16 FLuc = counter-screen for ROR gamma inhibitors: Gal4-VP16 reporter; Drosophila S2 Gal4-VP16 UAS-luciferase, luminescence, 20 h; Potency, µM (titrated, usually from 53.6 µM), without a hit: at the highest dose activity, negative = inhibition, most hits filed as inhibitors; 310,000 tested, 3.5% active; AID 2546;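 further: Gal4-VP16 expression switched on by copper sulfate through the metallothionein promoter; potency means the concentration at half of the fitted maximal effect; on the % scale 0 is the no-effect control and ±100 the full control effect; nearly all actives have a fitted effect of over 50% in size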
Rab9 prom act = activators of Rab9 promoter | 320,000 tested, 2.8% active | Huh7 Rab9 promoter-luciferase reporter, luminescence, 24 h | Potency, µM (top dose mostly 9.22 µM), for the others: top-dose activation, negative = inhibition, hits mostly activators | AID 485297; further: potency means the concentration at half of the fitted maximal effect; % of control where 0% means no effect; nearly all actives have a fitted effect of over 60% in size
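Luciferase signal after 10 min detection reagent at ambient indicates Rab9 promoter upregulation; stably transfected Huh7 cells were treated 24 h with compound in DMSO at 37 °C, 5% CO2.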
NPC1 promoter act = activates the NPC1 promoter. Huh7 NPC1 promoter luciferase reporter, 24 h. Potency, µM (titrated, usually from 9.22 µM), inactives show at the top dose activation, most hits filed as activators. 320,000 tested, 2.4% active;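 further: potency means the concentration at half of the fitted maximal effect; % of control where 0% means no effect; nearly all actives have a fitted effect of over 60% in size; reporter is driven by a mutant NPC1 promoter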
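Readout is luciferase luminescence, reflecting NPC1 promoter activation in stably transfected Huh7 cells after 24 h compound exposure at 37 °C in reduced-serum medium with 10% FBS.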
FLuc counter = counter-screen for miR-21 project: firefly luciferase inhibitors or activators; Potency, µM (titrated, usually from 57.5 µM), inactives show at the top dose activity change, negative = inhibition, usual class: inhibitors; 360,000 tested, 6.9% active; AID 588342; P08659; purified FLuc, Km substrates, luminescence inhibition;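 further: potency means the concentration at half of the fitted maximal effect; plate controls were vehicle for no effect and reference inhibitor for full effect; nearly all actives have a fitted effect of over 55% in size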
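Biochemical qHTS of compounds, final roughly 60 µM downward over six points, against 10 nM purified firefly luciferase using Km concentrations of substrates (10 uM D-luciferin, 10 uM ATP) in Tris acetate pH 7.5 buffer; luminescence output.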
KCNH2 3.1 block = blocks the human KCNH2 3.1 channel isoform; U2OS KCNH2 3.1, thallium flux FluxOr; active compounds read low; activity change, % (tested at about 1.8 µM); 340,000 tested, 0.95% active; AID 720553;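 active means maximum activity change below -70%; inconclusive means maximum activity change from -70% to -50%; inactive means maximum activity change above -50%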;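 further: thallium influx rate constant from kinetic fluorescence after stimulation buffer; on the % scale 0 is the no-effect control and ±100 the full control effect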
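U2OS cells transduced with KCNH2 3.1 mutant virus (1.77 x 10^8 /mL, 4 h), plated overnight at 37 C, loaded 45 min with FluxOr dye plus Red40 quencher. Thallium flux rate constant from kinetic reads after stimulation buffer, normalised to controls.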
uPA surface inh = inhibitors of cell surface uPA generation; cell surface uPA generation assay, qHTS; Potency, µM (doses to about 38.3 µM), inactives show at the top dose activity change, negative = inhibition, most hits filed as inhibitors; 330,000 tested, 0.31% active; active means well fitted inhibition curve with a large enough effect; inconclusive means small, poorly fitted or top-dose-only effect; inactive means no such curve, though single readings can be large or run the other way; tested in mouse RAW 264.7 cells; further: potency means the concentration at half of the fitted maximal effect; on the % scale 0 is the no-effect control and ±100 the full control effect; nearly all actives have a fitted effect of over 55% in size
Coupling enz = inhibits coupling enzyme system, counter-screen for aldolase hits. activity change, negative = inhibition, % at 58.2 µM, hits read low. 290,000 tested, 0.67% active. coupling enzyme system counterscreen, AmpLite Red fluorescence. AID 2472; in the data active means activity change below about -30%; further: on the % scale 0 is the no-effect control and ±100 the full control effect
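Coupling enzymes only (glyceraldehyde-3-phosphate) + compound, at 57.5 uM final, 10 min RT; add substrate/coupling/AmpLite Red mix, 20 min RT; fluorescence ex 525/em 598 nm. Actives flag coupling-system interference.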
Tb PFK block = T. brucei PFK enzyme inhibition; O15648; T. brucei PFK, ADP-Glo luminescence; Potency, µM (highest dose often 57.5 µM), without a hit: top-dose activity, negative = inhibition, usual class: inhibitors; 330,000 tested, 0.17% active; AID 485367;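 further: potency means the concentration at half of the fitted maximal effect; 0% = uninhibited 1x PFK enzyme wells and -100% = no-enzyme wells; nearly all actives have a fitted effect of over 60% in size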
Target sequence (O15648 whole entry, looked up): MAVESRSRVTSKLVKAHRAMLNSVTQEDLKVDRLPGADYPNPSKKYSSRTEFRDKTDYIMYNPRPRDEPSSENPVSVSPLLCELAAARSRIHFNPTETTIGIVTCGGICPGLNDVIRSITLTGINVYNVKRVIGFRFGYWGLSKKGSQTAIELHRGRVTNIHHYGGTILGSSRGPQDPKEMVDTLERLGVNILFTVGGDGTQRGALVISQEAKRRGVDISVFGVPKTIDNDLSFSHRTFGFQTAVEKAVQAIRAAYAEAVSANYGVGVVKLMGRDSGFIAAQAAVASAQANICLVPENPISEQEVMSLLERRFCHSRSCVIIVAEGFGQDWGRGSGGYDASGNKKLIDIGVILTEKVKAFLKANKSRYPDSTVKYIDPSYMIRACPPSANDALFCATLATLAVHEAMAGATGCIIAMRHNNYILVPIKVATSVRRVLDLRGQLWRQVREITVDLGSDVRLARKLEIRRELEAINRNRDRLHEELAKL
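ADP-Glo luminescence quantified ADP after 45 min at room temperature, with 1.25 nM T. brucei PFK, 0.1 mM ATP and 0.5 mM fructose-6-phosphate in pH 8.0 TEA buffer. qHTS titrations up to 57 µM; curves classified by quality.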
Numbers without * were called inactive; ? = inconclusive; · = no result given; [ ] = remark or other dose. Unless noted, the call rests on the fitted dose curve; in most records, active means well fitted curve in the direction sought with a large enough effect; inconclusive means small, poorly fitted or top-dose-only effect, or another doubt; inactive means no such curve, though single readings can be large; an effect the other way counts as inactive or inconclusive. Not all compounds are listed; count on the stated rates, not on these rows.

SMILES	RORg inh	ELG1 genotox	Giardia kill	Gal4-VP16 FLuc	Rab9 prom act	NPC1 promoter act	FLuc counter	KCNH2 3.1 block	uPA surface inh	Coupling enz	Tb PFK block
CCCOc1ccccc1C1SCC(=O)Nc2c1c(=O)[nH]n2C(C)CCC (configuration not stated)	14.2%	-13.7%	42.9[activator]	-1.7%	5.2%	-0.2%	5.5%	1.5	1.9%	-1.0	-1.8%
COC(=O)C(C)NC(=S)N1CC2C[C@@H](C1)Cn1c2cccc1=O (some centres not stated)	-4.7%	-3.7%	5.6	-1.8%	-0.3%	-2.6%	-2.4%	3.4	7.8%	-1.3	0.6%
COc1ccc(CNCCc2c[nH]c3ccccc23)c(OC)c1C	2.0%	-5.5%	-7.1	5.9%	-18.2%	1.3%	0.9%	-2.9	-15.3%	2.1	0.4%
O=C(C1CC(c2ccc(F)cc2)=NO1)N1CCC2(CC1)OCCO2 (configuration not stated)	-1.7%	20.6µM*	-13.5	-2.5%	?	28.8%	16.9µM*	-5.6	1.6%	0.2	-5.8%
CC1CCN(c2nc(NCc3ccco3)nc(N)c2[N+](=O)[O-])CC1	?	-0.9%	-2.7	-5.4%	-7.2%	-2.1%	-1.2%	-1.6	-12.3%	3.6	-3.5%
N/C(=N\[N+](=O)[O-])N1CCN(C(=O)OC2CCCC2)CC1	-24.1%	1.6%	-7.1	-0.9%	4.4%	0.9%	-1.6%	0.7	-9.9%	-0.6	2.1%
FC(F)(F)Oc1ccc(C2NCc3ccccc3-n3cccc32)cc1 (configuration not stated)	-1.0%	-2.4%	1.4	-6.2%	-6.6%	-6.5%	4.1%	-21.3	8.7%	-1.1	2.5%
CC(C)NC(=S)NNc1nc2ccccc2s1	2.51µM*	0.5%	3.8	3.98µM*	14.5%	0.7%	?	-12.9	2.8%	-2.2	?
O=C1/C(=C\c2ccc(Cl)c(Cl)c2)N2CCC1CC2	39.3%	-0.3%	-10.5	-1.3%	-2.4%	-7.3%	-8.8%	8.5	0.0%	5.3	-6.9%
Fc1ccc(CNC2CN3CCC2CC3)cc1 (configuration not stated)	1.1%	-6.0%	13.0	-3.6%	-4.1%	-2.4%	2.7%	-12.0	-17.3%	0.2	0.3%
CC(=O)Nc1nnc(CCN(CCc2nnc(NC(C)=O)s2)[N+](=O)[O-])s1	8.0%	-6.5%	5.6	-3.4%	-5.4%	-1.4%	0.3%	-1.7	0.5%	-0.2	0.0%
Cn1c(O)c(/C=N/N2CCOCC2)c(=O)n(C)c1=S	-11.0%	-3.7%	-16.6	-2.0%	-3.6%	-6.0%	-0.3%	5.9	7.4%	5.5	-6.5%
O=C(COc1ccccc1)N1CCN(C2CCCC2)CC1	-7.3%	5.4%	11.2	-9.1%	4.0%	-9.8%	0.3%	-3.4	1.3%	-0.6	-7.0%
CCC(C)N1Cc2ccccc2C1=N (configuration not stated)	-30.7%	-2.5%	-19.7	-7.4%	-2.6%[1.84 µM]	-4.3%	6.2%	-10.5	-4.6%	2.5	7.5%
CN(C)P(=O)(C(Cl)=C(N1CCCCC1)N1CCCCC1)N(C)C	-13.3%	6.8%	14.9	-4.8%	0.6%	-2.2%	2.2%	-5.9	?	0.8	-10.0%

Exported bar-delimited: entries from further up.
SMILES | RORg inh | ELG1 genotox | Giardia kill | Gal4-VP16 FLuc | Rab9 prom act | NPC1 promoter act | FLuc counter | KCNH2 3.1 block | uPA surface inh | Coupling enz | Tb PFK block
Fc1ccc(CNC2CN3CCC2CC3)cc1 (configuration not stated) | 1.1% | -6.0% | 13.0 | -3.6% | -4.1% | -2.4% | 2.7% | -12.0 | -17.3% | 0.2 | 0.3%
CC(=O)Nc1nnc(CCN(CCc2nnc(NC(C)=O)s2)[N+](=O)[O-])s1 | 8.0% | -6.5% | 5.6 | -3.4% | -5.4% | -1.4% | 0.3% | -1.7 | 0.5% | -0.2 | 0.0%
Cn1c(O)c(/C=N/N2CCOCC2)c(=O)n(C)c1=S | -11.0% | -3.7% | -16.6 | -2.0% | -3.6% | -6.0% | -0.3% | 5.9 | 7.4% | 5.5 | -6.5%
O=C(COc1ccccc1)N1CCN(C2CCCC2)CC1 | -7.3% | 5.4% | 11.2 | -9.1% | 4.0% | -9.8% | 0.3% | -3.4 | 1.3% | -0.6 | -7.0%
CCC(C)N1Cc2ccccc2C1=N (configuration not stated) | -30.7% | -2.5% | -19.7 | -7.4% | -2.6%[1.84 µM] | -4.3% | 6.2% | -10.5 | -4.6% | 2.5 | 7.5%
CN(C)P(=O)(C(Cl)=C(N1CCCCC1)N1CCCCC1)N(C)C | -13.3% | 6.8% | 14.9 | -4.8% | 0.6% | -2.2% | 2.2% | -5.9 | ? | 0.8 | -10.0%

New compounds follow
SMILES	RORg inh	ELG1 genotox	Giardia kill	Gal4-VP16 FLuc	Rab9 prom act	NPC1 promoter act	FLuc counter	KCNH2 3.1 block	uPA surface inh	Coupling enz	Tb PFK block
FC(F)(F)c1cnc(NNC(=S)Nc2cccnc2)c(Cl)c1	12.6µM*	-13.6%	20.5	?	-3.7%	-0.1%	-17.3%	3.5	?	-2.3	0.0%
N#Cc1ccccc1NC(=O)CN1CC=C(c2ccccc2)CC1	22.5%	4.9%	21.3	27.4%	12.3%	1.1%	?	-9.4	0.8%	-0.3	6.4%
Cc1ccc(C2CN(C)CC2C(=O)c2ccc(F)cc2)cc1 (configuration not stated)	-4.6%	0.8%	12.8	-5.9%	-2.8%	-2.5%	?	6.4	-13.2%	1.5	-1.4%
Clc1cccc(CNCCc2c[nH]c3ccccc23)c1	-2.3%	-6.9%	-9.1	-8.6%	-1.7%[1.84 µM]	-3.3%	1.0%	-2.0	7.7%	-2.0	-27.3%
CCC(=NCc1ccco1)c1c(O)[nH]c(=O)[nH]c1=O	15.7%	?	4.0	11.8%	0.2%	0.8%	-1.3%	1.5	-2.2%	-2.0	1.8%
COc1ccc(CC(=O)Nc2ccc3c(C(F)(F)F)cc(=O)oc3c2)cc1OC	17.6%	0.9%	-20.2	2.8%	-1.6%	-0.2%	2.2%	5.6	1.2%	2.4	4.0%
O=C1NC(=O)N(Cc2ccc(F)cc2)C(=O)/C1=C\c1ccc([N+](=O)[O-])s1	23.3%	2.6%	-7.6	8.3%	1.1%	-0.3%	?	-13.9	-4.1%	-5.6	-3.3%
C[C@]12CC[C@H](O)C[C@H]1CC[C@@H]1[C@@H]2CC[C@]2(C)[C@@H](C3=CC(=O)OC3)CC[C@]12O	·	-58.1%[inhibitor]	-0.6	·	-42.6%[inhibitor]	-36.7%[inhibitor]	0.3%	-6.3	-5.5%	·	2.4%
CCOC(=O)c1ccc(-n2c(N)c(C(=O)NCC3CCCO3)sc2=S)cc1 (configuration not stated)	37.5%	-0.5%	-0.8	-3.1%	-0.3%	-1.6%	?	-1.5	-1.9%	-8.3	3.1%
CN(C)C(=O)Oc1ccnc2cc(Cl)ccc12	8.4%	-6.9%	-3.1	-18.0%	-5.2%	-7.2%	0.8%	14.2	-2.1%	-0.8	-0.3%
CNS(=O)(=O)c1ccc(N=Cc2c(O)n(-c3ccccc3)c(=O)[nH]c2=O)cc1	1.3%	-2.7%	-14.9	-5.0%	-15.3%	-2.2%	1.4%	-11.8	-7.4%	-1.2	5.4%
Cc1sc2ncnc(N3CCOCC3)c2c1C	1.2%	-6.3%	-5.5	4.7%	-2.9%	-1.6%	?	4.5	8.9%	2.0	0.4%
Cc1nc2ccccc2c(=O)n1-c1ccccc1[N+](=O)[O-]	-15.0%	0.6%	14.3	23.1%	-2.7%	-7.0%	2.4%	3.4	3.0%	3.2	0.3%
Cc1ccc(-c2nn(CCC#N)cc2C(=O)O)cc1C	-1.8%	3.0%	1.7	-7.0%	-7.7%	-0.7%	-0.8%	1.2	2.8%	0.0	-3.2%
Cc1cc(C(=O)CN2C(=O)c3ccccc3C2=O)c(C)n1C1CC1	26.6%	8.9%	-10.9	15.8µM*	?	?	-22.5%	-4.0	4.4%	-2.4	-3.4%
CCC1(CC)C(=O)NC(=NCCc2c[nH]c3ccccc23)NC1=O	-13.8%	2.2%	-1.0	1.3%	-2.2%	1.4%	4.5%	6.5	·	3.8	-1.4%
Cc1ccccc1-n1c(O)c(/C=N/N2CCCCC2c2cccnc2)c(=O)[nH]c1=O (configuration not stated)	11.2%	-1.5%	14.8	-1.8%	-2.2%	-0.8%	-0.6%	1.2	-1.6%	-2.3	0.7%
CC1CCCCN1Cc1c[nH]c2ccccc12 (configuration not stated)	27.7%	0.1%	9.4	0.3%	5.5%	-1.8%	-2.0%	28.4	?	2.5	-4.1%

Screening data: PubChem, National Center for Advancing Translational Sciences (NCATS)
